BioA inh: BioA (M. tuberculosis) enzyme inhibition. purified M. tuberculosis BioA enzyme, plate reader. 0.096% of 360,000 active. inhibition, % at 9.99 µM; in the data active = inhibition above about 40%
TcdB GH inh: TcdB glycohydrolase inhibition | inhibition, % at 9.99 µM | TcdB glycohydrolase enzymatic assay, plate reader | 0.24% of 350,000 active | AID 652162 | P18177; in the data active = inhibition above about 10%
Target sequence (P18177 whole entry, looked up): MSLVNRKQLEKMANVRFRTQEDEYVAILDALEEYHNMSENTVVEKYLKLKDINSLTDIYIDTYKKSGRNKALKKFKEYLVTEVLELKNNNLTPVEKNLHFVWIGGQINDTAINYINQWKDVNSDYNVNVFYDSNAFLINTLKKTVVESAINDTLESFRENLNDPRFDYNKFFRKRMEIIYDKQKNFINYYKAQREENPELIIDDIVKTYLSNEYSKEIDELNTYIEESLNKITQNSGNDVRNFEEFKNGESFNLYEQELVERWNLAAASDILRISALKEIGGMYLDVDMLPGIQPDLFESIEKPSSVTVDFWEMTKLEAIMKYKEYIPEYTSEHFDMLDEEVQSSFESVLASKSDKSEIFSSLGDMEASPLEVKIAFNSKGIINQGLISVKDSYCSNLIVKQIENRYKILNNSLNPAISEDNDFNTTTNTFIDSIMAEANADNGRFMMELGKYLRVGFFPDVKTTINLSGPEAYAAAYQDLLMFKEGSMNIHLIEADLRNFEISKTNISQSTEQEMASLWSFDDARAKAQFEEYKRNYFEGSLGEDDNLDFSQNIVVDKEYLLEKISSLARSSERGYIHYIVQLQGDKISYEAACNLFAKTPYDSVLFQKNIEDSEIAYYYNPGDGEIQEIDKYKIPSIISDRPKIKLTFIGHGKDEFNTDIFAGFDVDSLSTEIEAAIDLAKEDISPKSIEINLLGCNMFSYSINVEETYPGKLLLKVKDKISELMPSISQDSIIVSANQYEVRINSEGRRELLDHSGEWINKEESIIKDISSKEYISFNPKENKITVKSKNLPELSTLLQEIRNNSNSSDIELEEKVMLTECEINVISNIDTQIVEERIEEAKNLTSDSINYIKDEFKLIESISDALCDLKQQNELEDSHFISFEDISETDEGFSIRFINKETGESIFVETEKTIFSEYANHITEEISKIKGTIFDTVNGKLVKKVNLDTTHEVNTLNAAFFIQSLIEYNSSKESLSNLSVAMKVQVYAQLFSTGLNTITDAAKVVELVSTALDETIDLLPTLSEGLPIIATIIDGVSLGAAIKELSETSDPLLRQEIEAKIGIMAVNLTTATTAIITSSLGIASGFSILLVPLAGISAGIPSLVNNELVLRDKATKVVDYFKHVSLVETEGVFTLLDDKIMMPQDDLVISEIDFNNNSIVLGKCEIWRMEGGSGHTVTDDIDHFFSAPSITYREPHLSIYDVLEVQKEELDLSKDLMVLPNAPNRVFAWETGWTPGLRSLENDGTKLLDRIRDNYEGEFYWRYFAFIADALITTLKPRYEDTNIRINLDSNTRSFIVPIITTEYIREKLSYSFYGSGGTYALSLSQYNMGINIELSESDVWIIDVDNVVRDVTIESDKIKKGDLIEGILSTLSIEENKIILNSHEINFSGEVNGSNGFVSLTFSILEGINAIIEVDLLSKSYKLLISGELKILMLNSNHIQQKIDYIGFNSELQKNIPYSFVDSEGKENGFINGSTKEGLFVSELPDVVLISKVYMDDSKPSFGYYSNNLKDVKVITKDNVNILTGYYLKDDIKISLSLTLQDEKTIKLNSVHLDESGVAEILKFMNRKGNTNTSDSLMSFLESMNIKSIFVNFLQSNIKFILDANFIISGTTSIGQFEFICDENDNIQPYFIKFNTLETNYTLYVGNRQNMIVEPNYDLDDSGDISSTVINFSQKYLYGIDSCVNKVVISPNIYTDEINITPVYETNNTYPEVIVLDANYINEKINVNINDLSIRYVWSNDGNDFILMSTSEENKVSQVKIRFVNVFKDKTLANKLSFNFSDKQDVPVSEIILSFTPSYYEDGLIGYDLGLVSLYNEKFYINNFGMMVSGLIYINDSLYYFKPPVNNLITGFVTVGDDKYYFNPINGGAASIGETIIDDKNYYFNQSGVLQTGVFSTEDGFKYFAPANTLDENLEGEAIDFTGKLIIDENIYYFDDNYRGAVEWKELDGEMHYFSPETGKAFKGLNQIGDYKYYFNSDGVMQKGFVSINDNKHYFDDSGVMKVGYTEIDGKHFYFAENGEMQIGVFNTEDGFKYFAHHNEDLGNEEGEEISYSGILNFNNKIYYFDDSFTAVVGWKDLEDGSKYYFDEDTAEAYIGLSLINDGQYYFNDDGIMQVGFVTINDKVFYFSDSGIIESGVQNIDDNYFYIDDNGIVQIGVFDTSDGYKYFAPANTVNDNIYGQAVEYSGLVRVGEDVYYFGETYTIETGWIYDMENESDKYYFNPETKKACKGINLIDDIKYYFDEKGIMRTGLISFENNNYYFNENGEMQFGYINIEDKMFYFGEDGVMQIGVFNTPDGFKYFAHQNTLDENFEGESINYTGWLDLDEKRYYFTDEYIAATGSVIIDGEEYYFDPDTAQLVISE
Active calls of the source: *.

SMILES	BioA inh	TcdB GH inh
C[C@H](CO)N1C[C@H](C)[C@H](CN(C)Cc2ccc(Cl)c(Cl)c2)Oc2ccc(NS(=O)(=O)c3ccccc3)cc2CC1=O	0.6	-1.3
O=C(C[C@@H]1CC[C@H]2[C@@H](COC[C@@H](O)CN2C(=O)Nc2cccc(F)c2)O1)NCCCN1CCOCC1	2.8	0.3
CCCNC(=O)N[C@@H]1C=C[C@H](CC(=O)NC2CCC2)O[C@H]1CO	3.4	-0.6
COc1ccccc1C#Cc1ccc([C@@H]2[C@H](CO)N3CCCCN(S(C)(=O)=O)C[C@@H]23)cc1	2.0	0.9
C[C@@H]1CN([C@@H](C)CO)C(=O)CCCn2cc(nn2)CO[C@@H]1CN(C)Cc1ccc2c(c1)OCCO2	-0.9	0.1
COc1ccc(-c2cn(CC[C@@H]3CC[C@@H](NC(=O)NC(C)C)[C@H](CO)O3)nn2)cc1	-0.4	0.5
CO[C@H]1CN(C)C(=O)c2cc(NC(=O)C3CCC3)ccc2OC[C@H](C)N(C(=O)CN(C)C)C[C@@H]1C	0.2	-2.5
C[C@H](CO)N1C[C@H](C)[C@H](CN(C)C(=O)NC2CCCCC2)OCCCC[C@H](C)Oc2ccc(NC(=O)CCC(F)(F)F)cc2C1=O	1.8	1.2
C[C@H](CO)N1C[C@H](C)[C@H](CN(C)C(=O)Nc2cccc(F)c2)Oc2ncc(C3=CCCC3)cc2C1=O	1.8	0.4
C[C@@H]1CN([C@H](C)CO)C(=O)c2cc(NC(=O)Nc3ccc(F)cc3)ccc2O[C@@H](C)CCCCO[C@@H]1CN(C)S(=O)(=O)c1ccc(Cl)cc1	-2.8	1.0
CCC(=O)N1CCCCN2[C@H](C1)[C@H](c1ccc(-c3cccc(C(=O)N(C)C)c3)cc1)[C@@H]2CO	-5.5	0.4
COc1cccc(NC(=O)N[C@H]2C=C[C@H](CC(=O)N3CCN(C)CC3)O[C@@H]2CO)c1	-4.0	-1.4
COc1ccc(CN(C)C[C@@H]2Oc3ccc(NC(=O)Nc4ccc5c(c4)OCO5)cc3C(=O)N([C@H](C)CO)C[C@@H]2C)cc1	-0.9	-0.7
Cc1noc(C)c1S(=O)(=O)Nc1cccc2c1O[C@@H](CN(C)S(=O)(=O)c1ccc(Cl)cc1)[C@@H](C)CN([C@@H](C)CO)C2=O	0.1	-0.3
O=C(NCCN1CCCCC1)[C@H]1[C@H](CO)[C@H]2Cn3c(cccc3=O)[C@H]2N1C(=O)C1CC1	-2.3	1.3
C[C@H]1CN([C@@H](C)CO)C(=O)c2cccc(NS(=O)(=O)c3ccccc3)c2O[C@H]1CN(C)C(=O)Nc1ccc(F)cc1	1.9	1.0
C#CCNC(=O)C1=C[C@H](c2cn(C(C)=O)c3ccccc23)C[C@H](OCCCCO)O1	-3.0	1.6
COc1cccc(-c2ccc([C@@H]3[C@@H](CO)N4CCCCN(S(=O)(=O)c5cn(C)cn5)C[C@H]34)cc2)c1	2.0	-2.6
CO[C@H]1CN(C)C(=O)c2ccc(NC(=O)c3cnccn3)cc2OC[C@H](C)N(C(C)=O)C[C@H]1C	0.6	-0.2
CCCNC(=O)[C@H]1[C@H](CO)[C@H]2Cn3c(ccc(/C=C/c4ccccc4)c3=O)[C@@H]1N2C(=O)c1cccnc1	-1.9	-5.9
CCCNC(=O)N1C[C@@H](C)[C@H](OC)CN(C)C(=O)c2cc(NS(=O)(=O)CC)ccc2OC[C@@H]1C	0.1	0.6
COc1ccc(NC(=O)N(C)C[C@H]2Oc3ncc(C#CCN(C)C)cc3C(=O)N([C@@H](C)CO)C[C@H]2C)cc1	0.4	-0.5
COc1ccc(S(=O)(=O)Nc2ccc3c(c2)C(=O)N([C@@H](C)CO)C[C@H](C)[C@@H](CN(C)C(=O)Nc2ccccc2)O3)cc1	-2.8	0.2
CC(=O)N(C)C[C@H]1Oc2cc(C#CC3CCCCC3)ccc2S(=O)(=O)N([C@H](C)CO)C[C@H]1C	0.5	-1.5
C[C@@H]1CN([C@@H](C)CO)C(=O)Cc2cc(NC(=O)C3CC3)ccc2O[C@@H]1CN(C)Cc1ccc(C(=O)Nc2ccccc2N)cc1	0.9	-0.2
O=C(Nc1ccc(F)cc1)N[C@@H]1CC[C@H](CC(=O)N2CCCCC2)O[C@@H]1CO	0.4	-4.5
C[C@@H]1CN([C@H](C)CO)C(=O)c2ccccc2-c2ccccc2CO[C@H]1CN(C)S(=O)(=O)c1ccc(Cl)cc1	0.0	3.0
C[C@@H]1CCCCO[C@H](CN(C)S(=O)(=O)c2ccc(Cl)cc2)[C@@H](C)CN([C@H](C)CO)C(=O)c2cc(NC(=O)Nc3ccccc3)ccc2O1	13	0.2
O=C(Cc1cccnc1)N1CCCCN2[C@@H](CO)[C@H](c3ccc(C#CC4(O)CCCC4)cc3)[C@@H]2C1	-1.6	-1.9
O=C(C[C@@H]1C[C@H]2c3cc(NS(=O)(=O)c4ccccc4)ccc3O[C@H]2[C@@H](CO)O1)NC1CCCCC1	0.1	1.3

Overlap with the part before: 2 compounds, then new ones.
SMILES	BioA inh	TcdB GH inh
O=C(Cc1cccnc1)N1CCCCN2[C@@H](CO)[C@H](c3ccc(C#CC4(O)CCCC4)cc3)[C@@H]2C1	-1.6	-1.9
O=C(C[C@@H]1C[C@H]2c3cc(NS(=O)(=O)c4ccccc4)ccc3O[C@H]2[C@@H](CO)O1)NC1CCCCC1	0.1	1.3
COCC#Cc1cnc2c(c1)C(=O)N([C@@H](C)CO)C[C@H](C)[C@H](CN(C)Cc1ccccc1)O2	2.9	1.0
C[C@@H]1CCCCO[C@@H](CN(C)Cc2ccc(C(F)(F)F)cc2)[C@H](C)CN([C@H](C)CO)C(=O)c2cc(NC(=O)Nc3ccc4c(c3)OCO4)ccc2O1	-2.0	-0.2
COCC#Cc1cnc2c(c1)C(=O)N([C@H](C)CO)C[C@@H](C)[C@H](CN(C)C(=O)CN1CCOCC1)O2	-0.5	-0.3
COc1ccc(NC(=O)Nc2ccc3c(c2)C(=O)N([C@H](C)CO)C[C@H](C)[C@H](CN(C)Cc2ccc(Cl)c(Cl)c2)OCCCC[C@@H](C)O3)cc1	-2.1	0.0
COc1ccc(S(=O)(=O)N(C)C[C@@H]2OCCCC[C@H](C)Oc3ccc(NC(=O)Nc4ccc(C(F)(F)F)cc4)cc3C(=O)N([C@H](C)CO)C[C@@H]2C)cc1	-1.0	0.4
COc1ccc(NC(=O)Nc2ccc3c(c2)C(=O)N([C@H](C)CO)C[C@H](C)[C@@H](CN(C)S(=O)(=O)c2cccs2)OCCCC[C@@H](C)O3)cc1	-2.2	0.5
C[C@H](CO)N1C[C@H](C)[C@@H](CN(C)C(=O)Nc2ccccc2)OCCCC[C@H](C)Oc2ccc(NC(=O)c3ccccc3)cc2C1=O	-0.6	0.3
Cc1cccc(CN(C)C[C@@H]2Oc3ncc(-c4ccccc4)cc3C(=O)N([C@H](C)CO)C[C@@H]2C)c1	-1.4	-0.4
C[C@H]1CN([C@@H](C)CO)C(=O)Cc2cc(NC(=O)Cc3cn(C)c4ccccc34)ccc2O[C@H]1CN(C)C(=O)Nc1ccc2c(c1)OCO2	-2.7	-0.1
C[C@H](CO)N1C[C@H](C)[C@H](CN(C)C(=O)C2CCCCC2)Oc2cc(C#C[C@@H](C)O)ccc2S1(=O)=O	9.1	-0.5
O=C(Nc1ccccc1)N[C@@H]1CC[C@H](CCNC(=O)c2ccccc2F)O[C@H]1CO	1.1	0.4
Cc1ccc(S(=O)(=O)N2CC[C@H]3[C@@H](CO)N(C)c4ccc(-c5cccc(C#N)c5)cc4[C@H]32)cc1	0.5	-0.4
Cc1noc(C)c1S(=O)(=O)N(C)C[C@@H]1OCCCC[C@@H](C)Oc2ccc(NC(=O)Nc3ccccc3)cc2C(=O)N([C@@H](C)CO)C[C@H]1C	1.5	0.1
CS(=O)(=O)Nc1ccc2c(c1)[C@@H]1C[C@@H](CC(=O)NCc3cccnc3)O[C@@H](CO)[C@@H]1O2	1.1	0.1
C[C@@H]1CCCCO[C@H](CN(C)C(=O)c2ccccc2)[C@@H](C)CN([C@@H](C)CO)C(=O)c2cc(N(C)C)ccc2O1	-0.1	-37
CN(C)CC#Cc1ccc([C@H]2[C@@H](CO)N(C(=O)C3CCC3)[C@H]2C#N)cc1	0.6	-0.8
C[C@@H]1CN([C@@H](C)CO)C(=O)c2cc(C#C[C@@H](C)O)cnc2O[C@H]1CN(C)Cc1ccccn1	-1.2	0.4
Cc1ccc(NC(=O)Nc2ccc3c(c2)C(=O)N(C)[C@@H]2CC[C@H](CC(=O)O)O[C@@H]2CO3)cc1	-2.4	-0.2
C[C@H]1CCCCO[C@H](CN(C)C(=O)Nc2ccc3c(c2)OCO3)[C@@H](C)CN([C@@H](C)CO)C(=O)c2cc(NS(=O)(=O)c3cn(C)cn3)ccc2O1	-3.0	0.3
O=S(=O)(c1ccc(F)cc1)N1CCCCN2[C@H](CO)[C@@H](c3ccc(-c4cncnc4)cc3)[C@H]2C1	-3.3	0.9
Cc1ccc(S(=O)(=O)N(C)C[C@H]2Oc3ccc(N(C)C)cc3C(=O)N([C@H](C)CO)C[C@@H]2C)cc1	-0.1	-2.5
O=C([C@@H]1N[C@@H]2c3ccc(C4=CCCC4)c(=O)n3C[C@@H]2[C@H]1CO)N1CCc2ccccc2C1	0.2	-0.9
Cc1cc(C(=O)Nc2cccc3c2O[C@@H](CN(C)Cc2ccc(C(F)(F)F)cc2)[C@H](C)CN([C@@H](C)CO)C3=O)n(C)n1	3.1	0.5
C[C@@H]1CN([C@@H](C)CO)C(=O)c2cccc(NC(=O)NC3CCCCC3)c2O[C@@H]1CN(C)C(=O)Nc1ccc(C(F)(F)F)cc1	-1.5	0.0
CCC(=O)N1C[C@H](C)[C@@H](OC)CN(C)C(=O)c2cc(NC(=O)c3ccccc3)ccc2OC[C@@H]1C	-1.8	-1.5
O=C(C[C@H]1CC[C@H]2[C@@H](COC[C@@H](O)CN2Cc2ccccc2F)O1)N[C@H]1CCN(Cc2ccccc2)C1	-0.4	-0.4
C[C@H](CO)N1C[C@H](C)[C@H](CN(C)C(=O)CN(C)C)Oc2cc(C#CC3CC3)ccc2S1(=O)=O	-3.3	0.6
COCCNC(=O)C[C@@H]1CC[C@@H]2[C@H](COC[C@H](O)CN2Cc2ccc(Cl)c(Cl)c2)O1	-1.3	0.0
O=S(=O)(c1ccccc1F)N1CCCCN2[C@H](CO)[C@@H](c3ccc(-c4cccnc4)cc3)[C@@H]2C1	2.1	-0.6
C[C@H]1CN([C@@H](C)CO)C(=O)c2cccc(NS(=O)(=O)c3cccs3)c2O[C@H]1CN(C)S(=O)(=O)c1ccc(F)cc1	-0.8	1.4

An excerpt of these results, with bars between the fields:
molecule | BioA inh | TcdB GH inh
O=S(=O)(c1ccccc1F)N1CCCCN2[C@H](CO)[C@@H](c3ccc(-c4cccnc4)cc3)[C@@H]2C1 | 2.1 | -0.6
Cc1ccc(NC(=O)Nc2ccc3c(c2)C(=O)N(C)[C@@H]2CC[C@H](CC(=O)O)O[C@@H]2CO3)cc1 | -2.4 | -0.2
C[C@H]1CCCCO[C@H](CN(C)C(=O)Nc2ccc3c(c2)OCO3)[C@@H](C)CN([C@@H](C)CO)C(=O)c2cc(NS(=O)(=O)c3cn(C)cn3)ccc2O1 | -3.0 | 0.3
CCC(=O)N1C[C@H](C)[C@@H](OC)CN(C)C(=O)c2cc(NC(=O)c3ccccc3)ccc2OC[C@@H]1C | -1.8 | -1.5
C[C@@H]1CN([C@@H](C)CO)C(=O)c2cccc(NC(=O)NC3CCCCC3)c2O[C@@H]1CN(C)C(=O)Nc1ccc(C(F)(F)F)cc1 | -1.5 | 0.0
C[C@@H]1CN([C@@H](C)CO)C(=O)c2cc(C#C[C@@H](C)O)cnc2O[C@H]1CN(C)Cc1ccccn1 | -1.2 | 0.4
C[C@H]1CN([C@@H](C)CO)C(=O)c2cccc(NS(=O)(=O)c3cccs3)c2O[C@H]1CN(C)S(=O)(=O)c1ccc(F)cc1 | -0.8 | 1.4

More records:
SMILES	BioA inh	TcdB GH inh
Cc1cccc(-c2ccc([C@H]3[C@H]4CN(Cc5ccncc5)CCCCN4[C@H]3CO)cc2)c1	3.9	-0.3
O=C(Nc1cc(F)ccc1F)N1C[C@H]2[C@@H](c3ccccc31)[C@@H](CO)N2CC1CCCC1	-3.0	-0.1
C[C@@H]1CN([C@H](C)CO)C(=O)c2cc(NC(=O)Nc3ccccc3)ccc2O[C@@H](C)CCCCO[C@@H]1CN(C)C	1.8	-1.8
CCCN1[C@@H]2c3ccc(-c4cccnc4)c(=O)n3C[C@H]1[C@H](CO)[C@H]2C(=O)NC1CCC1	-0.5	0.5
COCC(=O)N(C)C[C@H]1Oc2cc(-c3ccc(OC)cc3)ccc2S(=O)(=O)N([C@@H](C)CO)C[C@H]1C	-3.3	1.6
Cc1ccc(S(=O)(=O)Nc2ccc3c(c2)C(=O)N([C@@H](C)CO)C[C@@H](C)[C@@H](CN(C)CC2CCCCC2)OCCCC[C@H](C)O3)cc1	-1.2	0.7
CCNC(=O)C[C@H]1C=C[C@H](NS(=O)(=O)c2ccc(C)cc2)[C@@H](CO)O1	-2.5	-2.0
C[C@@H]1CN([C@@H](C)CO)C(=O)c2c(c3ccccc3n2C)-c2ccccc2CO[C@@H]1CN(C)Cc1cccc(C(=O)O)c1	1.2	0.7
CNC[C@@H]1Oc2ccc(NC(=O)Nc3ccc(C(F)(F)F)cc3)cc2CC(=O)N([C@@H](C)CO)C[C@H]1C	-0.9	-1.1
OC[C@@H]1[C@@H](c2ccc(Br)cc2)[C@@H]2CN(Cc3cncnc3)CCCCN12	-3.7	1.1
CCCNC(=O)N(C)C[C@H]1Oc2cc(-c3cncnc3)ccc2S(=O)(=O)N([C@@H](C)CO)C[C@@H]1C	-2.3	1.7
CO[C@H](CN(C)S(=O)(=O)c1ccc(C)cc1)[C@@H](C)CN(Cc1ccccc1Cl)[C@H](C)CO	1.2	0.1
C[C@H]1CN([C@@H](C)CO)C(=O)c2cc(-c3cccnc3)cnc2O[C@H]1CN(C)C(=O)Nc1ccc(F)cc1	1.8	0.3
Cc1ccc(S(=O)(=O)Nc2ccc3c(c2)C(=O)N([C@H](C)CO)C[C@@H](C)[C@H](CN(C)S(C)(=O)=O)O3)cc1	8.2	0.9

Screening results from PubChem.

Not all compounds are listed; the hit share may differ from the screen's.
